Bioassay records (PubChem)
Rab9 prom act: qHTS Assay for Rab9 Promoter Activators | Huh7 Rab9 promoter-luciferase reporter, luminescence, 24 h | Potency, µM (series often up to 9.22 µM), for the others: at the top dose activation, negative = inhibition, usual class: activators | hit rate 2.8% among 320,000; note: % of control where 0% means no effect; nearly all actives have a fitted effect of over 60% in size
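Stable Rab9-luc Huh7, 1500 cells/well, 2 h settle; cmpd in DMSO, 24 h, 37 °C/5% CO2; luciferase reagent 10 min RT; luminescence.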
ELG1 genotox: qHTS screen for small molecules that induce genotoxicity in human embryonic kidney (HEK293T) cells expressing luciferase-tagged ELG1. HEK293T ELG1-luciferase reporter, luminescence, 16 h. Potency, µM (series often up to 46 µM), inactives show at the top dose activity change, positive = activation, actives largely listed as activators. hit rate 1.3% among 330,000; note: % of control where 0% means no effect; nearly all actives have a fitted effect of over 60% in size
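DMSO vehicle served as control against compound-treated ELG1-luciferase HEK293T cells; exposure lasted 16 hr at 37 °C and 5% CO2, followed by ONE-Glo luminescence detection after 30 min.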
BRCA1 expr up: qHTS Assay to Identify Small Molecule Activators of BRCA1 Expression; MCF7-BRCA1-FFLuc reporter, luminescence, 48 h; response scale: scaled: vehicle 0%, 10 µM genistein 100%; Potency, µM (series often up to 46.1 µM), inactives show at the top dose activation, hits mostly activators; hit rate 1.1% among 380,000; AID 624202, 2012; note: nearly all actives have a fitted effect of over 80% in size; some results filed as inactive show a strong effect at the top dose
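Luminescence from a BRCA1-driven firefly luciferase in MCF7 cells was the read-out, taken 15 min after substrate addition following 48 h compound exposure at 37 °C. Data were normalized to a 10 microM genistein control and DMSO vehicle.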
VP16 counter: VP16 counterscreen qHTS for inhibitors of ROR gamma transcriptional activity; Potency, µM (series often up to 53.6 µM), for the others: at the top dose activity, negative = inhibition, usual class: inhibitors; hit rate 3.5% among 310,000; AID 2546, 2010; Drosophila S2 Gal4-VP16 UAS-luciferase, luminescence, 20 h;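 note: Gal4-VP16 expression switched on by copper sulfate through the metallothionein promoter; % is set by controls: 0 for no effect and ±100 for the full control effect; nearly all actives have a fitted effect of over 50% in size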
RORg inh: qHTS for inhibitors of ROR gamma transcriptional activity; Nuclear receptor ROR-gamma (Mus musculus), P51450; Drosophila S2 Gal4-RORgamma UAS-luciferase reporter, 20 h; Potency, µM (doses to about 53.6 µM), inactives show top-dose activity change, negative = inhibition, actives largely listed as inhibitors; hit rate 5.4% among 310,000; note: % is set by controls: 0 for no effect and ±100 for the full control effect; nearly all actives have a fitted effect of over 60% in size
Target sequence (P51450 whole entry, looked up, the tested form may be a part): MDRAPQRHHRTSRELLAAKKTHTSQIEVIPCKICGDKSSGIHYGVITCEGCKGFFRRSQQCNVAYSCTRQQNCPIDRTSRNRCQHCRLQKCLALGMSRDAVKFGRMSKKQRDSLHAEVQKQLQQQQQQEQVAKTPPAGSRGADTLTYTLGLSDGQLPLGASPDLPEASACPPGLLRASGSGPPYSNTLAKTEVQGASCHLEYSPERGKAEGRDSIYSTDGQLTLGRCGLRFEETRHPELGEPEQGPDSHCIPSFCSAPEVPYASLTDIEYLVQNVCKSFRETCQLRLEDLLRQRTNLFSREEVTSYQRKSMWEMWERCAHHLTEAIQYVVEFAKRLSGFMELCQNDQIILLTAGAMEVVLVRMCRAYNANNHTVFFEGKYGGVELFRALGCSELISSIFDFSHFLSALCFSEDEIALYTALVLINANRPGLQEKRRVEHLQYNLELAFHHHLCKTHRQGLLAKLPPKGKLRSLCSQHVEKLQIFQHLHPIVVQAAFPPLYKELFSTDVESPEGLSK
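Luminescence from a UAS-regulated Photinus luciferase reporter in stably transfected Drosophila Schneider cells is measured; decreased signal marks ROR gamma inhibition. Fusion expression is induced by 700 uM copper sulfate for 20 hr.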
FLuc modulator: qHTS profiling assay for firefly luciferase inhibitor/activator using purifed enzyme and Km concentrations of substrates (counterscreen for miR-21 project); purified FLuc, Km substrates, luminescence inhibition; Potency, µM (top dose mostly 57.5 µM), inactives show top-dose activity change, negative = inhibition, actives largely listed as inhibitors; hit rate 6.9% among 360,000;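 note: plate controls were vehicle for no effect and reference inhibitor for full effect; nearly all actives have a fitted effect of over 55% in size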
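Biochemical qHTS of compounds, final roughly 60 µM downward over six points, against 10 nM purified firefly luciferase using Km concentrations of substrates (10 uM D-luciferin, 10 uM ATP) in Tris acetate pH 7.5 buffer; luminescence output.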
p53 reactivator: qHTS assay for re-activators of p53 using a Luc reporter; H1299 p53-A138V BP100-luciferase reporter, luminescence, 24 h; Potency, µM (top dose mostly 92.2 µM), for the others: top-dose activity change, positive = activation, most hits filed as activators; hit rate 0.063% among 320,000; AID 504706, 2011; note: % of control where 0% means no effect; nearly all actives have a fitted effect of over 45% in size
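H1299 (p53-null), stable ts p53-A138V + BP100-Luc; 1000 cells/well, Opti-MEM/10% FBS; cpd 4 pt, 1:5; 24 h, 37 deg C, 5% CO2; detection reagent 10 min RT; luminescence.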
CXXC DNA block: qHTS Fluorescence Polarization Assay for Inhibitors of MLL CXXC domain - DNA interaction | hit rate 0.037% among 290,000 | MLL-CXXC / FITC-HOXA9 DNA fluorescence polarization | AID 2662, 2010 | Potency, µM (top dose mostly 115 µM), without a hit: at the highest dose activity change, negative = inhibition, hits mostly inhibitors | Histone-lysine N-methyltransferase 2A (Homo sapiens), Q03164; active = well fitted inhibition curve with a large enough effect in the polarisation, with a control signal flat, not every such curve was filed as active; inconclusive = small, poorly fitted or top-dose-only effect, or effect the other way, or a change in a side signal; inactive = no such curve, though single readings can be large or run the other way; the % refers to the polarisation
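Purified MLL-CXXC (added from a 7 uM solution) was preincubated 5 min at ambient with pinned compounds in 50 mM Tris-HCl pH 7.5, 50 mM NaCl, 1 mM DTT, 0.05% BSA. Fluorescein-labeled HOX-A9 DNA (50 nM solution) followed, 30 min, then polarization read.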
uPA surface inh: qHTS for Inhibitors of Cell Surface uPA Generation; cell surface uPA generation assay, qHTS; Potency, µM (top dose mostly 38.3 µM), without a hit: at the highest dose activity change, negative = inhibition, usual class: inhibitors; hit rate 0.31% among 330,000; active = well fitted inhibition curve with a large enough effect; inconclusive = small, poorly fitted or top-dose-only effect; inactive = no such curve, though single readings can be large or run the other way; tested in mouse RAW 264.7 cells; note: % is set by controls: 0 for no effect and ±100 for the full control effect; nearly all actives have a fitted effect of over 55% in size
NPC1 prom act: qHTS Assay for NPC1 Promoter Activators; Huh7 NPC1 promoter luciferase reporter, 24 h; hit rate 2.4% among 320,000; Potency, µM (top dose mostly 9.22 µM), inactives show at the highest dose activation, hits mostly activators;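 note: % of control where 0% means no effect; nearly all actives have a fitted effect of over 60% in size; reporter is driven by a mutant NPC1 promoter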
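Huh7 cells stably carrying NPC1 promoter–luciferase, plated in Opti-MEM with 10% FBS for 2 h, were exposed to compound in DMSO for 24 h at 37 °C; luciferase reagent was added for 10 min and luminescence read.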
MBNL1 CUG block: qHTS Assay for Inhibitors of MBNL1-poly(CUG) RNA binding; Muscleblind-like protein 1 (Homo sapiens), Q9NR56; TR-FRET MBNL1-His/biotin-(CUG)12 binding, 665/545 ratio; Potency, µM (top dose mostly 57.5 µM), for inactives: at the top dose activity change, negative = inhibition, usual class: inhibitors; hit rate 0.036% among 280,000; AID 2675, 2010; active = well fitted inhibition curve with a large enough effect in the signal ratio, with a control signal flat, not every such curve was filed as active; inconclusive = small, poorly fitted or top-dose-only effect, or effect the other way, or a change in a side signal; inactive = no such curve, though single readings can be large or run the other way; the % refers to the signal ratio; note: % is set by controls: 0 for no effect and ±100 for the full control effect
Target sequence (Q9NR56 whole entry, looked up): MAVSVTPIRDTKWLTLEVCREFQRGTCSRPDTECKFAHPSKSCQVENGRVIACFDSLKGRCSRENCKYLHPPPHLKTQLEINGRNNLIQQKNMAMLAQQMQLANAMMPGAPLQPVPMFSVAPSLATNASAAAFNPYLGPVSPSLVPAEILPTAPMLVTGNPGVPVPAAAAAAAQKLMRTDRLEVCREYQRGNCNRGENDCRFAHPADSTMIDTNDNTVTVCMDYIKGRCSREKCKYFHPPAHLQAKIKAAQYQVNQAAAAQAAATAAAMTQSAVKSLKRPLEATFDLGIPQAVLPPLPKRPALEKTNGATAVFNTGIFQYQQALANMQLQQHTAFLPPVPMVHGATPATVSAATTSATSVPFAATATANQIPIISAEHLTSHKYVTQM
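Inhibition of protein-RNA binding appears as loss of TR-FRET between terbium anti-His antibody on MBNL1-His and streptavidin-XL665 on biotin-(CUG)12. Activity is normalized to buffer-only and uninhibited-complex controls.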
Starred values were filed as active, the others as inactive; ? = inconclusive; · = no result given; & = joins results of further samples; [ ] = remark or other dose. Unless noted, calls come from the whole dose curve; as a rule, active = well fitted curve in the direction sought with a large enough effect; inconclusive = small, poorly fitted or top-dose-only effect, or another doubt; inactive = no such curve, though single readings can be large; an effect the other way counts as inactive or inconclusive. Potency is the fitted concentration of half-maximal effect. Not all compounds are listed. The share of hits here may be higher or lower than overall.

SMILES	Rab9 prom act	ELG1 genotox	BRCA1 expr up	VP16 counter	RORg inh	FLuc modulator	p53 reactivator	CXXC DNA block	uPA surface inh	NPC1 prom act	MBNL1 CUG block
Nc1c(C(=O)c2ccccc2)oc2ccc(Br)cc12	3.5µM*	4.6µM*	41%	1%	-6%	3µM*	?	14%	·	3.2µM*	7%
O=C(CCCSc1ccccc1)Nc1nc(-c2ccccn2)cs1	-1%	-3%	-49%	?	10µM*	-16%	7%	-12%	-1%	0%	4%
O=C(O)CCCCCNC(=O)c1cccc(Br)c1	-5%	-6%	4%	-19%	-24%	-4%	3%	-2%	·	1%	9%
Cc1ccc(C(=O)NC2(C(Cl)Cl)N=C(c3ccccc3)N=C2N)cc1 (stereo not given)	2%	0%	-9%	18%	-40%	-5%	-3%	?	2%	-3%	-14%
CC(=O)/C(=N/Nc1ccccc1C)N1CCOCC1	-1%	1%	9%	-4%	-2%	3%	-3%	2%	-3%	-4%	-7%
C/C(=N\NC(=O)C1CCCC1)c1ccc(Cl)c(Cl)c1	9%	?	38%	-3%	9%	-3%	-6%	-10%	-1%	20%	4%
CCOC(=O)c1nc2ccccc2c(=O)[nH]1	10%	?	0%	-16%	24%	-4%	9%	-1%	1%	-2%	·
CCOc1ccc(CN2C(=O)c3ccccc3C2=O)cc1C(=O)NC1CC(C)(C)NC(C)(C)C1	-2%	-1%	0%	·	·	0%	5%	·	-3%	2%	·
COc1ccc(NC(=O)CN2C(=O)c3cccc4cccc2c34)c(OC)c1	-3%	-1%	-5%	-5%	20%	5%	-8%	5%	1%	-4%	?
COC(=O)c1ncccc1SC	-2%	2%	5%	-4%	0%	3%	-4%	-3%	2%	-1%	-12%
Cc1nc2c(C)cccn2c1/C(O)=C1\C(=O)C(=O)N(CCN2CCOCC2)C1c1cccs1 (stereo not given)	-3%	0%	1%	5%	-22%	1%	-2%	-1%	·	-1%	6%
CCC(O)c1c(-c2ccccc2)nn(C)c1Cl (stereo not given)	-5%	-2%	0%	-8%	7%	-1%	-2%	5%	-2%	3%	·
COc1cc(/C=C2\SC(=S)N(CCC(=O)N3CCN(C)CC3)C2=O)cc(OC)c1OC	-2%	-5%	-31%	-22%	2%	-1%	?	1%	-11%	-6%	?
CCOc1ccc(/C=N/n2c(COc3ccccc3)n[nH]c2=S)cc1OC	5%	2%	8%	-5%	-33%	-5%	-4%	17%	3%	0%	-7%
CCCN(CCC)C(=O)Cn1c(=O)c2sccc2n2c(=S)sc(-c3ccccc3)c12	1%	-1%	-1%	1%	3%	0%	0%	?	-1%	-2%	-5%
COc1ccc(N=C/C=C2\C=C(c3ccccc3)OC(C)(C)O2)cc1	3%	-7%	-4%	0%	-1%	?	13%	-4%	-4%	-1%	16%
Cc1ccc2c(C)nc(/N=C(\N)NC(=O)N3c4ccccc4Sc4ccccc43)nc2c1	-7%	-5%	-1%&-20%	-3%	-2%	-2%	2%	0%	-4%&-1%	-10%	-8%
Cc1cc(NC(=O)CCN2C(=O)/C(=C/c3ccccc3Cl)SC2=S)no1	-2%	8%	-10%	?	-27%	4%	26%	-25%	-3%	-2%	?
CCCS(=O)(=O)N1CCN=C1SCc1cccc2ccccc12	-4%	-1%	-2%	1%	?	-20%	5%	1%	15%	-3%	9%
Cc1cc2c(ncn2C(C)C)c(N)c1C	-9%	0%	-3%[1.84 µM]	-4%	-43%	6%	-3%	7%	-2%	-3%	3%
COc1cccc(C2CC(=O)NC(SC)=C2C#N)c1 (stereo not given)	3%	11%	-4%	4%	2%	5%	-6%	13%	-2%	2%	1%
CN(C)c1ccc(/C=N\Nc2ccccn2)cc1	0.63µM*	5.2µM*	?	?	?	0.95µM*	25%	-3%	-6%	0.89µM*	20%
CN(C)CCN(Cc1cc2cc3c(cc2nc1Cl)OCO3)C(=O)c1ccco1	0%	1%	-4%	-1%	-17%	3%	-3%	-1%	0%	-1%	2%
Clc1ccc(OCc2nc(-c3ccc(Br)o3)no2)cc1	-7%	?	0%	23%	-8%	?	5%	-2%	-1%	0%	4%
CCCSc1nc2c(cnn2-c2ccc(Cl)cc2)c(=O)[nH]1	4%	6%	0%	-2%	-19%	0%	2%	-1%	9%	-2%	6%
Later entries.
SMILES	Rab9 prom act	ELG1 genotox	BRCA1 expr up	VP16 counter	RORg inh	FLuc modulator	p53 reactivator	CXXC DNA block	uPA surface inh	NPC1 prom act	MBNL1 CUG block
Cc1ccc(NC(=O)c2ccc(Cl)c(S(=O)(=O)NCC3CCCO3)c2)c(O)c1 (stereo not given)	9%	-11%	-45%	-1%	33%	-7%	-13%	1%	6%	6%	1%
CC(=O)Nc1ccc(C(=O)Nc2ccc(S(=O)(=O)NCC3CCCO3)cc2)cc1 (stereo not given)	2%	-1%	-17%	-5%	5%[10 µM]	0%	2%	-5%	·	1%	11%
CCOc1cc(/C=C2/NC(=O)NC2=O)cc([N+](=O)[O-])c1O	-5%	-6%	-8%	1%[10 µM]	-9%	-1%	2%	-6%	0%	-7%	?
O=C1CC(c2ccco2)c2ccc3ccccc3c2N1 (stereo not given)	21%	5%	41%	13%	2%	?	?	1%	-2%	-1%	8%
COc1ccc(NC(=O)CCc2ccc(OC)c(OC)c2)cn1	-4%	0%	11%	3%	-22%	-1%	-4%	6%	2%	-3%	-1%
O=C(COC(=O)/C=C/c1ccc(OC(F)F)cc1)NC1CCCCC1	0%	0%	7%	·	·	3%	-2%	·	-1%	-1%	·
O=C(COc1ccc(Br)cc1CO)Nc1ccc(F)cc1	3%	4%	20%	22%	19%	-20%	10%	2%	5%	-2%	1%
Cc1cccc(C(=O)NCCN2CCN(c3ccccc3)CC2)c1	14%	1%	9%	-6%	6%	-1%	5%	-6%	-1%	-2%	-9%
O=C(COC(=O)c1ccccc1)c1ccc(Br)cc1	4µM*	9%	32%	7%	11%	0.54µM*	18%	1%	-2%	2.2µM*	4%
O=C(Nc1ccc(-c2nnc3n2CCCCC3)cc1)c1cnccn1	-2%	0%	-7%	4%	-12%	0%	5%	6%	4%	-4%	-4%
Cc1ccc2oc(=O)c3cnn(CC(=O)NCCc4ccsc4)c3c2c1	-2%	3%	-12%	-2%	1%	4%	-2%	-6%	5%	4%	40%[activator]
CCCCC1(Cc2ccc([N+](=O)[O-])cc2)C(=O)N(c2ccccc2)N(c2ccccc2)C1=O	-12%	-2%	-54%	7.1µM*	?	6%	16%	0%	-14%	-7%	?
COC(=O)[C@H](CCSC)NC(=O)NCCC1=CCCCC1	11%	3%	11%	1%	20%	-1%	-2%	3%	·	-2%	1%
CCCCCCc1cc2cc(S(=O)(=O)c3ccc(F)cc3)c(=O)oc2cc1O	-4%	-5%	-24%	?	40%	8%	-1%	18%	1%	-1%	-18%
Clc1ccc2c(c1)c1cc(Cl)ccc1n2CN1CCOCC1	0%	-2%	-20%	-10%	2%	0%	9%	1%	3%	-9%	-10%
O=C(CSC1=Nc2ccccc2C2=NC(CC(=O)NCc3ccco3)C(=O)N12)NCc1ccco1 (stereo not given)	-3%	4%	7%[1.84 µM]	-5%	4%	2%	3%	4%	3%	2%	-5%
O=C(COC(=O)Cc1c(Cl)cccc1Cl)NCC1CCCO1 (stereo not given)	-4%	-4%	-22%	1%	?	3%	-2%	-6%	-1%	-6%	2%
O=C(COC(=O)CC1CCCC1)Nc1ccc(OC(F)F)cc1	0%	2%	-14%	-5%	-4%	?	-1%	0%	2%	-4%	2%
O=C(COc1ccccc1)Nc1ccc(S(=O)(=O)N2CCCCCC2)cc1	-2%	-9%	1%	10%	-1%	4%	2%	5%	-2%	-3%	2%
C=CCNC(=O)c1ccccc1NC(=O)c1ccccc1	0%	-6%	6%	-5%	18%	0%	-3%	-1%	9%	0%	14%
COc1ccc(N/N=C(/N=Nc2nc(C)cc(=O)[nH]2)c2ccccc2)cc1	-9%	2.6µM*	-34%	5µM*	?	4.3µM*	?	?	-13%	?	?
COCCn1nnnc1C(c1ccccc1OC)N1CCN(c2ccccc2)CC1 (stereo not given)	10%	1%	-16%	-6%	-18%	3%	-4%	2%	7%	1%	-5%
